Source: PubChem
MsrA inh: inhibitors of bovine MsrA; purified bovine MsrA, absorbance read-out; inhibition, % at 15.5 µM; actives 0.75% (n = 360,000); in the data active = inhibition above about 4.5%;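 note: 0% = vehicle wells with enzyme and 100% = reference inhibitor wells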
Rin1 Abl inh: human Rin1-Abl interaction inhibition. AID 588664. P00519+Q13671. actives 0.4% (n = 360,000). TR-FRET Rin1/Abl binding, biochemical. inhibition, % at 7.35 µM; in the data active = inhibition above about 5%, passing the limit was not always enough
Rpn11 inh: blocks the human proteasome subunit Rpn11; O00487; AID 588493; calls only at 20 µM; actives 0.59% (n = 360,000); human 26S proteasome, Ub4-pepOG fluorescence polarization; 20S core pre-blocked with epoxomicin;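 active = inhibition at 20 µM, scaled to each plate's controls, above about 33%, limit read from the data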
FAS TE block: inhibitors of human fatty acid synthase thioesterase domain; P49327; recombinant FAS-TE, OMFH fluorogenic substrate, fluorescence endpoint; inhibition, % at 15 µM; actives 0.67% (n = 360,000);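 active = compounds whose normalised, plate-corrected inhibition of enzyme fluorescence in the single-dose primary screen is 50% or more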;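 note: 0% = DMSO with enzyme and 100% = substrate without enzyme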
Target sequence (P49327 whole entry, looked up, the tested form may be a part): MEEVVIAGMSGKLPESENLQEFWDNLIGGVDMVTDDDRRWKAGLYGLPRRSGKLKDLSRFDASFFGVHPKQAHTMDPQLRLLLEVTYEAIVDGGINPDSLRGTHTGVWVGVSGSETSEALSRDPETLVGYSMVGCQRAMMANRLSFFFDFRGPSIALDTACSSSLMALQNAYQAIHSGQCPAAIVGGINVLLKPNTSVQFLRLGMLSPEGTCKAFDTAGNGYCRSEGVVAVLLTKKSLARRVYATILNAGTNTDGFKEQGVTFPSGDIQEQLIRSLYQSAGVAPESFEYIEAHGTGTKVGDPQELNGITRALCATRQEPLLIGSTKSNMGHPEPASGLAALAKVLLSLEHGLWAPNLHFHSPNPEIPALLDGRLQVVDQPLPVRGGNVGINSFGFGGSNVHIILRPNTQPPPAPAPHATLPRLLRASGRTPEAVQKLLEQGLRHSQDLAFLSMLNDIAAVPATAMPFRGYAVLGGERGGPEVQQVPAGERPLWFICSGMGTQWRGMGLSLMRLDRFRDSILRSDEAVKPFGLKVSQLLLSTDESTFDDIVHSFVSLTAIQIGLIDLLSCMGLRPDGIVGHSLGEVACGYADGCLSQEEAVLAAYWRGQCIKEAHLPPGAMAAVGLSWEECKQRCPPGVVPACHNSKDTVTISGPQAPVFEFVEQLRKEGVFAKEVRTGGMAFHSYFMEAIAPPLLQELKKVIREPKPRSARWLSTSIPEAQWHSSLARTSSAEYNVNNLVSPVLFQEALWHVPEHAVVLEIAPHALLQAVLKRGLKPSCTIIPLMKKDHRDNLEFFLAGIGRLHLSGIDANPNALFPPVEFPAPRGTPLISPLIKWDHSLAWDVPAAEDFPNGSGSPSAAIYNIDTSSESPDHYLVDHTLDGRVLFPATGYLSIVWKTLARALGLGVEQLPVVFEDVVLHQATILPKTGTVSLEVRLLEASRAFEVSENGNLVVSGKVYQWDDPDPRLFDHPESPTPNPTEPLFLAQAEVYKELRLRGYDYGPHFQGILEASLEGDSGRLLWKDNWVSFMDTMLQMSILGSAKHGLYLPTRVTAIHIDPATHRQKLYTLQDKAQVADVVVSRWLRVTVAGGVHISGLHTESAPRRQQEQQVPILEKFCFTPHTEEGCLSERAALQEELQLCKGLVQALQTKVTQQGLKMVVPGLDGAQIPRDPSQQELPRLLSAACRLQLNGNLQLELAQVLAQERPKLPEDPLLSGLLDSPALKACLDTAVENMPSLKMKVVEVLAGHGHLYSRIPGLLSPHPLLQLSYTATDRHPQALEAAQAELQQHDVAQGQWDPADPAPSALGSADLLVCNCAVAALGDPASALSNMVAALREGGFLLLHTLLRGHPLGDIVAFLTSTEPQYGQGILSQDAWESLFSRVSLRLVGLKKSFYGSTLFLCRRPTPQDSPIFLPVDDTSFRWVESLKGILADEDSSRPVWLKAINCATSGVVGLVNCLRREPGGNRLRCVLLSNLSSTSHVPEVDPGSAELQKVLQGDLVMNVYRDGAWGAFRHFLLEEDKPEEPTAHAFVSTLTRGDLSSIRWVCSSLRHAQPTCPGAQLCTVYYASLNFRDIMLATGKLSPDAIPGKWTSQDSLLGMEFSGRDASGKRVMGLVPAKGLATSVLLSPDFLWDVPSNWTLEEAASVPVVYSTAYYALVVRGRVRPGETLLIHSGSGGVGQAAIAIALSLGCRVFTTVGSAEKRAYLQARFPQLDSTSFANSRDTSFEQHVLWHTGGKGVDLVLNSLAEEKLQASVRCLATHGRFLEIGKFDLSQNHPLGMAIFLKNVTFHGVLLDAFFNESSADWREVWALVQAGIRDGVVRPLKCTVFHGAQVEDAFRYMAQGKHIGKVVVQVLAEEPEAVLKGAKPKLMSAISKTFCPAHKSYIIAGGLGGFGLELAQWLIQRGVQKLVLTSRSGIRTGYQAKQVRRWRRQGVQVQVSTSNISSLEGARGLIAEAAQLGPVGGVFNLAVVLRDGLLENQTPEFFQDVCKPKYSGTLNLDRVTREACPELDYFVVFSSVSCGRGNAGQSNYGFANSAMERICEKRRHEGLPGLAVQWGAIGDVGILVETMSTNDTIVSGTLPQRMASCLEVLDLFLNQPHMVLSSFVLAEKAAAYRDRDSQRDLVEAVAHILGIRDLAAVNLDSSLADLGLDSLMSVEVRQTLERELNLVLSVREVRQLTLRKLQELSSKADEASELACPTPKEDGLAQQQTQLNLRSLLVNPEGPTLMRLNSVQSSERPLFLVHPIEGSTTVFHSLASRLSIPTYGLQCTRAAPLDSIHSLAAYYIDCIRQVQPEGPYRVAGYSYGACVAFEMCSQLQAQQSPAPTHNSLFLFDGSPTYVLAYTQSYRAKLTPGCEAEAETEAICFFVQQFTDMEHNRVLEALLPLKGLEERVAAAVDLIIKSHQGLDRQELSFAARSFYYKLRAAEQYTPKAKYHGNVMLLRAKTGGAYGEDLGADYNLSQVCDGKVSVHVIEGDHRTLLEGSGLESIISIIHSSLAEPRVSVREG
PABP1 MLLE inh: inhibitors of microRNA-mediated deadenylation, human PABP1 MLLE binding. actives 0.36% (n = 360,000). GST-MLLE / FITC-PAM2 fluorescence polarization. inhibition, % at 20 µM. AID 588489; in the data active = inhibition above about 35%, passing the limit was not always enough;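 note: plate controls were DMSO wells with GST-MLLE for no effect and wells lacking GST-MLLE protein for full effect; some results filed as inactive read as strong as hits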
CSN inh: inhibitors of human CSN-mediated cullin deneddylation. Q92905. Purified CSN, SCF-Nedd8-OG deneddylation, fluorescence polarization. inhibition, % at 12.5 µM. actives 0.38% (n = 360,000);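 active = pattern-corrected inhibition above about 35%, with an unprinted fluorescence ratio check between 0.5 and 1.5, limit read from the data, passing the limit was not always enough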;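 note: 0% = enzyme with substrate and 100% = substrate without enzyme; some results filed as inactive read as strong as hits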
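Assay system: purified human Csn5 enzyme expressed in HEK293T cells; measure: % inhibition; also added: SCFSkp2-Nedd8OG substrate at 10 nM final; technique: fluorescence polarization; times: reaction 90 min, room temperature; medium: Tris buffer pH 7.5, NaCl, DTT, Tween-20, trehalose, ovalbumin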
E coli Lon inh: E. coli protease La inhibition | purified E. coli Lon protease, fluorescence polarization | inhibition, % at 7.94 µM | actives 0.42% (n = 360,000) | AID 602123; in the data active = inhibition above about 13%, passing the limit was not always enough;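 note: 0% = enzyme with probe and DMSO and 100% = no enzyme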
MT1-MMP act inh: inhibitors of human MT1-MMP activation; P50281; HT1080 RFP-PRO-GFP cells, GFP/RFP ratio fluorescence, overnight; percent of plate control window, DMSO zero; actives 0.061% (n = 360,000); GFP/RFP ratio change, % at 20 µM; AID 651647;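 active = GFP/RFP ratio change of at least 30% with cell ATP level not reduced by more than half and red fluorescence within 50% of control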; note: strong numbers were not always called active
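Read-out: GFP/RFP fluorescence ratio; Test system: RFP-PRO-GFP reporter HT1080 cells; Compound dosing: single-point 20 µM compound, 1% DMSO; Times: overnight compound exposure at 37 °C.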
MsrA act: activators of bovine methionine sulfoxide reductase A | activation, % at 10.6 µM | purified bovine MsrA, absorbance read-out | actives 0.3% (n = 360,000); in the data active = activation above about 7.5%;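 note: 0% = vehicle and 100% = reference activator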
An asterisk follows results filed as active.

What do the screens show for `CC(Cc1ccccc1)C(=O)N(C)Cc1cccnc1` (configuration not stated)?
MsrA inh: 0.8; Rin1 Abl inh: -1.2; Rpn11 inh: inactive; FAS TE block: -12.0; PABP1 MLLE inh: -8.2; CSN inh: 4.6; E coli Lon inh: -0.6; MT1-MMP act inh: -1.6; MsrA act: -0.5

What do the screens show for `COc1ccc(N2CC(NC(=O)Nc3ccccc3)CC2=O)cc1` (configuration not stated)?
MsrA inh: -0.9; Rin1 Abl inh: 2.0; Rpn11 inh: inactive; FAS TE block: -4.1; PABP1 MLLE inh: -6.1; CSN inh: -0.4; E coli Lon inh: 0.7; MT1-MMP act inh: -1.1; MsrA act: -3.8

What do the screens show for `CN(C)c1ccc(C(=O)c2ccc(N(C)C)c3ccccc23)cc1`?
MsrA inh: 2.1; Rin1 Abl inh: -0.5; Rpn11 inh: inactive; FAS TE block: 21.4; PABP1 MLLE inh: -3.5; CSN inh: 2.8; E coli Lon inh: -4.1; MT1-MMP act inh: 9.6; MsrA act: -2.3

What do the screens show for `O=C1OC(c2ccccc2)=NC12CC2c1ccc(Cl)cc1` (configuration not stated)?
MsrA inh: -0.2; Rin1 Abl inh: -0.5; Rpn11 inh: inactive; FAS TE block: 89.8*; PABP1 MLLE inh: 1.2; CSN inh: -11.0; E coli Lon inh: 4.5; MT1-MMP act inh: 3.9; MsrA act: -8.8

How did CC(=O)Oc1ccc(C(=O)Nc2cccc(C(=O)NC(C)(C)C)c2)cc1 do in these assays?
MsrA inh: -0.9; Rin1 Abl inh: 3.1; Rpn11 inh: inactive; FAS TE block: 0.5; PABP1 MLLE inh: 4.3; CSN inh: -11.1; E coli Lon inh: -15.1; MT1-MMP act inh: -6.3; MsrA act: -3.2

What do the screens show for `O=C1/C(=C/c2ccncc2)SC(=S)N1C1CCS(=O)(=O)C1` (configuration not stated)?
MsrA inh: -0.4; Rin1 Abl inh: -1.6; Rpn11 inh: inactive; FAS TE block: -2.6; PABP1 MLLE inh: 25.1; CSN inh: -0.1; E coli Lon inh: -0.9; MT1-MMP act inh: 3.0; MsrA act: -1.5

What do the screens show for `COC(=O)C[C@H]1c2ccccc2S(=O)(=O)N1Cc1ccc(OC)cc1`?
MsrA inh: 0.2; Rin1 Abl inh: 0.6; Rpn11 inh: inactive; FAS TE block: -7.9; PABP1 MLLE inh: -0.9; CSN inh: -1.9; E coli Lon inh: -9.0; MT1-MMP act inh: -1.4; MsrA act: -5.5

What do the screens show for `CCOc1ccccc1/C=C(/NC(=O)c1ccccc1)C(=O)N1CCCCC1`?
MsrA inh: 0.1; Rin1 Abl inh: -0.3; Rpn11 inh: inactive; FAS TE block: -3.0; PABP1 MLLE inh: 5.3; CSN inh: -1.1; E coli Lon inh: -1.7; MT1-MMP act inh: -2.8; MsrA act: -9.8

How did CCc1ccccc1N(CC(=O)O)S(C)(=O)=O do in these assays?
MsrA inh: 0.8; Rin1 Abl inh: -0.5; Rpn11 inh: inactive; FAS TE block: -5.8; PABP1 MLLE inh: 2.7; CSN inh: 1.4; E coli Lon inh: -1.9; MT1-MMP act inh: 3.2; MsrA act: -2.1

What do the screens show for `COc1ccc(S(=O)(=O)N2CCN(c3ccc(F)cc3)CC2)cc1C(=O)N1CCCC1`?
MsrA inh: 1.1; Rin1 Abl inh: 1.1; Rpn11 inh: inactive; FAS TE block: -1.2; PABP1 MLLE inh: 4.3; CSN inh: 0.2; E coli Lon inh: 7.4; MT1-MMP act inh: 0.6; MsrA act: -7.4

What do the screens show for `COc1ccc(OC)c(C2=NOC(C(=O)N3CCCc4ccccc43)C2)c1` (configuration not stated)?
MsrA inh: 0.2; Rin1 Abl inh: 2.7; Rpn11 inh: inactive; FAS TE block: 6.6; PABP1 MLLE inh: -7.1; CSN inh: 0.7; E coli Lon inh: -4.6; MT1-MMP act inh: 4.6; MsrA act: -4.2

What do the screens show for `Oc1ccc2oc3c(c2c1C=NCc1ccncc1)CCCC3`?
MsrA inh: 1.2; Rin1 Abl inh: 1.7; Rpn11 inh: inactive; FAS TE block: 0.1; PABP1 MLLE inh: 7.4; CSN inh: -5.9; E coli Lon inh: 20.8; MT1-MMP act inh: -16.7; MsrA act: -1.7

What do the screens show for `COc1cc(C2c3c(-c4ccccc4)n[nH]c3C(=O)N2c2ccccc2)ccc1O` (configuration not stated)?
MsrA inh: -1.1; Rin1 Abl inh: -8.0; Rpn11 inh: inactive; FAS TE block: -1.3; PABP1 MLLE inh: -2.7; CSN inh: -2.5; E coli Lon inh: -3.6; MT1-MMP act inh: -2.3; MsrA act: -8.2

How did CCN1C(=O)[C@H]2[C@@H](c3ccc(C)cc3)N3C(=O)N(c4cccc(Br)c4)C(=O)[C@@]3(C)[C@H]2C1=O do in these assays?
MsrA inh: 0.8; Rin1 Abl inh: -1.0; Rpn11 inh: inactive; FAS TE block: 5.2; PABP1 MLLE inh: -0.2; CSN inh: -6.4; E coli Lon inh: 5.2; MT1-MMP act inh: -6.9; MsrA act: -3.0

How did COC(=O)Cc1ccc(N(Cc2ccccc2F)S(=O)(=O)c2ccc(Cl)cc2)cc1 do in these assays?
MsrA inh: 1.3; Rin1 Abl inh: 2.1; Rpn11 inh: inactive; FAS TE block: 24.5; PABP1 MLLE inh: 0.9; CSN inh: 2.1; E coli Lon inh: -0.1; MT1-MMP act inh: -11.4; MsrA act: -1.1

What do the screens show for `COc1ccc(-c2ccc(C(=O)Nc3ccc(NC(C)=O)cc3)c3occc23)c(C)c1`?
MsrA inh: 1.4; Rin1 Abl inh: 0.5; Rpn11 inh: inactive; FAS TE block: 2.0; PABP1 MLLE inh: -4.8; CSN inh: 1.0; E coli Lon inh: 9.4; MT1-MMP act inh: 5.2; MsrA act: -2.2

How did CCCCn1c(N)c(N(Cc2ccccc2OC)C(=O)COc2ccccc2OC)c(=O)[nH]c1=O do in these assays?
MsrA inh: 0.2; Rin1 Abl inh: 0.5; Rpn11 inh: inactive; FAS TE block: -4.8; PABP1 MLLE inh: -15.8; CSN inh: 0.9; E coli Lon inh: -15.9; MT1-MMP act inh: -3.2; MsrA act: -2.0

What do the screens show for `O=C(O)CCc1ccc(-c2ccccc2)o1`?
MsrA inh: -0.4; Rin1 Abl inh: 0.0; Rpn11 inh: inactive; FAS TE block: -4.5; PABP1 MLLE inh: 27.2; CSN inh: -1.4; E coli Lon inh: 6.9; MT1-MMP act inh: -3.0; MsrA act: -9.0

Results for CC(=O)N1Cc2cc(C(=O)NCC(F)(F)F)nc(-c3cccc(-c4cc5ccccc5o4)c3)c2[C@H]1CCO ?
MsrA inh: -1.1; FAS TE block: -1.2; CSN inh: -5.2; E coli Lon inh: -6.2; MT1-MMP act inh: 0.0; MsrA act: -1.3

Results for CC(C)Oc1ccc(F)cc1-c1cc(C(=O)NCc2cc(C(F)(F)F)cc(C(F)(F)F)c2)[nH]n1 ?
MsrA inh: -1.0; Rin1 Abl inh: -3.6; Rpn11 inh: inactive; FAS TE block: 13.5; PABP1 MLLE inh: 4.1; CSN inh: -0.7; E coli Lon inh: -3.7; MT1-MMP act inh: 0.7; MsrA act: -0.1

Grouped by structure, the entries above with a COOH group.
How did CCc1ccccc1N(CC(=O)O)S(C)(=O)=O do in these assays?
MsrA inh: 0.8; Rin1 Abl inh: -0.5; Rpn11 inh: inactive; FAS TE block: -5.8; PABP1 MLLE inh: 2.7; CSN inh: 1.4; E coli Lon inh: -1.9; MT1-MMP act inh: 3.2; MsrA act: -2.1

What do the screens show for `O=C(O)CCc1ccc(-c2ccccc2)o1`?
MsrA inh: -0.4; Rin1 Abl inh: 0.0; Rpn11 inh: inactive; FAS TE block: -4.5; PABP1 MLLE inh: 27.2; CSN inh: -1.4; E coli Lon inh: 6.9; MT1-MMP act inh: -3.0; MsrA act: -9.0

Continuation:
How did CCOC(=O)CCCCCC(=O)Nc1ccc2c(c1)C(=O)N([C@@H](C)CO)C[C@H](C)[C@H](CN(C)S(=O)(=O)c1ccc(OC)cc1)OCCCC[C@H](C)O2 do in these assays?
MsrA inh: 1.8; Rin1 Abl inh: 8.1; Rpn11 inh: inactive; FAS TE block: 5.3; PABP1 MLLE inh: -29.2; CSN inh: 4.4; E coli Lon inh: -12.8; MT1-MMP act inh: 4.6; MsrA act: -2.9

How did Cc1cc(C)c(C)c(S(=O)(=O)N2CCN(C(=O)CCC(=O)N3CCOCC3)CC2)c1C do in these assays?
MsrA inh: 1.3; Rin1 Abl inh: 0.7; Rpn11 inh: inactive; FAS TE block: -5.6; PABP1 MLLE inh: 7.5; CSN inh: 3.2; E coli Lon inh: -0.5; MT1-MMP act inh: 2.2; MsrA act: -3.4

What do the screens show for `Cc1ccccc1C(=O)/C=C1\NC(=O)CS1`?
MsrA inh: 6.3*; Rin1 Abl inh: 0.5; Rpn11 inh: inactive; FAS TE block: -7.0; PABP1 MLLE inh: -3.5; CSN inh: 4.6; E coli Lon inh: 1.6; MT1-MMP act inh: -0.9; MsrA act: -6.3

How did O=C(CCCCCNc1nc(=S)[nH]c2ccccc12)NCCc1ccc(Cl)cc1 do in these assays?
MsrA inh: 0.8; Rin1 Abl inh: -2.1; Rpn11 inh: inactive; FAS TE block: 0.1; PABP1 MLLE inh: -113.1; CSN inh: 5.5; E coli Lon inh: 1.3; MT1-MMP act inh: 0.5; MsrA act: -1.2

How did Cc1nnc(Sc2c(N)n(C)c(=O)[nH]c2=O)s1 do in these assays?
MsrA inh: -1.4; Rin1 Abl inh: 0.5; Rpn11 inh: inactive; FAS TE block: -2.1; PABP1 MLLE inh: 3.8; CSN inh: 0.0; E coli Lon inh: -0.4; MT1-MMP act inh: -2.7; MsrA act: 11.5*

Results for O=C(c1sc2ccccc2c1Cl)N(Cc1ccccc1Cl)C1CCS(=O)(=O)C1 (configuration not stated) ?
MsrA inh: 0.5; Rin1 Abl inh: 0.6; Rpn11 inh: inactive; FAS TE block: 23.7; PABP1 MLLE inh: 8.0; CSN inh: 0.9; E coli Lon inh: -10.8; MT1-MMP act inh: -7.2; MsrA act: -1.0

What do the screens show for `CN(C)CCCNC(=O)c1cc(C(=O)C2CCCCC2)c[nH]1`?
MsrA inh: 1.4; Rin1 Abl inh: -0.9; Rpn11 inh: inactive; FAS TE block: 1.9; PABP1 MLLE inh: -4.5; CSN inh: 1.0; E coli Lon inh: 3.3; MT1-MMP act inh: 2.1; MsrA act: -3.7

What do the screens show for `CC1=C(C(=O)NCc2ccccc2)C(c2cc(Br)cc(Br)c2OC(C)C)NC(=O)N1` (configuration not stated)?
MsrA inh: -0.4; Rin1 Abl inh: 0.4; Rpn11 inh: inactive; FAS TE block: -1.4; PABP1 MLLE inh: 13.9; CSN inh: 3.3; E coli Lon inh: 11.1; MT1-MMP act inh: -0.7; MsrA act: -5.7

What do the screens show for `O=C(CN=C1NC(=O)C(c2ccccc2)(c2ccccc2)N1)NCc1ccc(F)cc1`?
MsrA inh: 0.6; Rin1 Abl inh: 2.1; Rpn11 inh: inactive; FAS TE block: -6.5; PABP1 MLLE inh: 0.0; CSN inh: -2.9; E coli Lon inh: 11.2; MT1-MMP act inh: -4.4; MsrA act: -7.3

2 entries drawn at random from those above, as already listed:
How did O=C(CCCCCNc1nc(=S)[nH]c2ccccc12)NCCc1ccc(Cl)cc1 do in these assays?
MsrA inh: 0.8; Rin1 Abl inh: -2.1; Rpn11 inh: inactive; FAS TE block: 0.1; PABP1 MLLE inh: -113.1; CSN inh: 5.5; E coli Lon inh: 1.3; MT1-MMP act inh: 0.5; MsrA act: -1.2

How did CCOC(=O)CCCCCC(=O)Nc1ccc2c(c1)C(=O)N([C@@H](C)CO)C[C@H](C)[C@H](CN(C)S(=O)(=O)c1ccc(OC)cc1)OCCCC[C@H](C)O2 do in these assays?
MsrA inh: 1.8; Rin1 Abl inh: 8.1; Rpn11 inh: inactive; FAS TE block: 5.3; PABP1 MLLE inh: -29.2; CSN inh: 4.4; E coli Lon inh: -12.8; MT1-MMP act inh: 4.6; MsrA act: -2.9
